Screens (PubChem)
Wnt bcat act – activators of Wnt/beta-catenin signaling | Wnt/beta-catenin reporter cell assay, activator, plate reader | activation, % at 9.35 µM | actives 1.2% (n = 300,000) | AID 743398; in the data active = activation above about 30%, passing the limit was not always enough;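 note: 0% = neutral control wells and 100% = positive control wells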
Tat export inh – E. coli Tat transport inhibition; E. coli MC4100 TorA-mCherry Tat export, fluorescence; inhibition, % at 10 µM; actives 0.036% (n = 340,000);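 active = mean replicate inhibition at least 50% and at least half of replicates individually reaching 50%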;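 note: exported cargo escapes ClpAP degradation while cytoplasmic cargo is degraded and loses fluorescence; 0% = median of neutral control wells and 100% = median of NaSCN control wells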
PvdQ inh – P. aeruginosa PvdQ acylase inhibition; purified PvdQ acylase, fluorescence plate reader; actives 0.063% (n = 340,000); inhibition, % at 10 µM; in the data active = inhibition above about 30%, passing the limit was not always enough;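 note: 0% = vehicle neutral wells and 100% = reference inhibitor wells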
Rtt109 HAT inh – C. albicans Rtt109 histone acetyltransferase inhibition; AID 540336; actives 0.16% (n = 330,000); purified Rtt109/Vps75, ThioGlo CoA-SH fluorescence, 4 h; inhibition, % at 34.9 µM;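 active = inhibition of at least 50% in every replicate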
Target sequence (Q5AAJ8 whole entry, looked up): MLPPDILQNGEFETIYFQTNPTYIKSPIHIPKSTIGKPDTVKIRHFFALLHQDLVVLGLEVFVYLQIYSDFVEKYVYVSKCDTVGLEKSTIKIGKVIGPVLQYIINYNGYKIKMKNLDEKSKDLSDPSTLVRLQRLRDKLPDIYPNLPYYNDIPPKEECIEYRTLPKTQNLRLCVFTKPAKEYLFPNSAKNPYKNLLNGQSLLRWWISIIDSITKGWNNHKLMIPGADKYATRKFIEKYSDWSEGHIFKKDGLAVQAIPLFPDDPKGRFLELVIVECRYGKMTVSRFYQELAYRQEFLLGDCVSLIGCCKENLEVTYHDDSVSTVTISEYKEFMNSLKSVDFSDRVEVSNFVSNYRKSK
phage Ecoli inh – E. coli growth loss with phage present | growth absorbance | inhibition, % at 11.9 µM | actives 0.26% (n = 360,000) | AID 651602; in the data active = inhibition above about 11%
PfHsp90 yeast 2 – reduces growth (ATP signal) of yeast expressing P. falciparum Hsp90; actives 0.32% (n = 310,000); S. cerevisiae expressing PfHsp90, BacTiter-Glo ATP, 48 h; yeast lacking PDR1 and PDR3 efflux regulators; AID 504621; inhibition, % at 9.4 µM;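 active = every replicate shows inhibition above about 80%, whatever the replicate mean, limit read from the data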;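 note: 0% = DMSO neutral controls and 100% = 20 µM radicicol positive controls; yeast relying on Plasmodium falciparum Hsp90 in place of its own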
AddAB inh – less growth of phage-infected E. coli with AddAB; inhibition, % at 11.9 µM; AID 435030; actives 0.29% (n = 330,000); E. coli expressing H. pylori AddAB, absorbance growth; in the data active = inhibition above about 12%;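 note: 0% = vehicle wells of infected cells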
DAGLB inhibitor – blocks human DAGLB lipase activity. Q8NCG7. HEK293T DAGLB membrane lysate, EnzChek fluorogenic substrate. inhibition, % at 5.17 µM. actives 0.059% (n = 340,000). AID 504411; in the data active = inhibition above about 34%;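 note: 0% = enzyme with vehicle and 100% = wells lacking enzyme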
Target sequence (Q8NCG7 whole entry, looked up): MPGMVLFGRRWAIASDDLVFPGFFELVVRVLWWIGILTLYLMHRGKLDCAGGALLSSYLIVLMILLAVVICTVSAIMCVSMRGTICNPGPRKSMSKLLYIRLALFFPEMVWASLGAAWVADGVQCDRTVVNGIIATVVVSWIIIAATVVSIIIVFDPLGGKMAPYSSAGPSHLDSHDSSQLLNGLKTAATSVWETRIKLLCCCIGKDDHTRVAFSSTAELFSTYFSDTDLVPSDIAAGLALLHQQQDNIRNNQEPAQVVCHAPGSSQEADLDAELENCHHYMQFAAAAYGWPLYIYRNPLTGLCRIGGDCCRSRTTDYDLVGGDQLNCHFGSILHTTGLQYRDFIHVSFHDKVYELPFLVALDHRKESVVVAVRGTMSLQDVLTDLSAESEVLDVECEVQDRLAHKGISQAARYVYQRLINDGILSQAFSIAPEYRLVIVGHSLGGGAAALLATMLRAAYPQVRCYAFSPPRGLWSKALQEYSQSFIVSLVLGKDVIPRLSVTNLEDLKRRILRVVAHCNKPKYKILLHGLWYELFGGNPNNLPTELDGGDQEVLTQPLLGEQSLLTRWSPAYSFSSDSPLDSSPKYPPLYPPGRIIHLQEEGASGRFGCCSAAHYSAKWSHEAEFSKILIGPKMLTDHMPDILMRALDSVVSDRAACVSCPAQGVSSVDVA
Ecoli viability – reduces bacterial viability in AddAB counter-screen | inhibition, % at 11.9 µM | actives 0.27% (n = 330,000) | E. coli V3065 growth, OD600 absorbance, 18 h;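 active = inhibition above the campaign's mean inhibition across all tested compounds plus 3 SD, cut at about 9.9% in these data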;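 note: uninfected addAB+ strain grown without phage in ampicillin broth; 0% = DMSO wells and 100% = ciprofloxacin 0.95 µg/ml wells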
CAL PDZ FP – blocks peptide binding to human CAL PDZ domain. Q9HD26. purified CAL PDZ, TMR-peptide fluorescence polarization, 1 h. inhibition, % at 20 µM. actives 0.02% (n = 330,000). AID 504414;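 active = highest replicate inhibition of at least 40%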;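 note: plate controls were DMSO neutral control wells for no effect and unlabeled competitor peptide control wells for full effect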
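material = purified tagged CAL PDZ domain construct (CerCALP) | compound dosing = 20 µM, one dose | times = 1 h at RT | measured by = fluorescence polarization from S- and P-plane intensities, G-factor corrected | read-out = inhibition from polarization loss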
The depositor's hits bear a star; . = no result given.

SMILES	Wnt bcat act	Tat export inh	PvdQ inh	Rtt109 HAT inh	phage Ecoli inh	PfHsp90 yeast 2	AddAB inh	DAGLB inhibitor	Ecoli viability	CAL PDZ FP
O=C(/C=C/c1ccccc1)OCN1C(=O)c2ccccc2C1=O	2	1	-7	4	4.1	2	-1.2	-3	1.3	-0.9
O=C1CCN(S(=O)(=O)c2ccccc2)CCN1CCOCc1ccccc1	-1	9	-2	-4	1.7	-13	-0.1	-1	-2.0	0.1
O=C(Cn1nc2n(c1=O)-c1ccccc1SC2)N/N=C/c1cccs1	1	-3	-4	-4	2.3	8	1.4	-4	4.2	-1.8
O=C(COC(=O)c1cc(Cl)ccc1O)NCCC1=CCCCC1	-1	-5	-16	-1	0.1	-2	0.7	-9	-0.4	0.1
Cn1c(=O)c2c(nc(N3CCc4ccccc4C3)n2C)n(C)c1=O	0	1	-15	3	3.2	16	1.4	-1	2.0	-5.7
CCCNC(=O)c1onc(CSc2ccc(F)c(F)c2)c1C(=O)NCCC	-1	.	.	.	0.9	.	-0.4	.	2.8	.
COc1ccc(CCNc2oc(-c3ccccc3OC)nc2C#N)cc1OC	.	-6	-21	2	2.7	-3	3.8	0	1.3	.
O=C(CC(=O)c1cccs1)c1ccncc1	-2	2	-3	-5	-2.5	6	.	2	.	0.7
CCCCC[n+]1cccc2c3ccccc3ccc21	-3	1	-11	-84	1.3	-10	0.8	1	-1.3	-1.9
O=C(Nc1ccc(S(=O)(=O)N2CCOCC2)cc1)c1cc(-c2cc(Cl)ccc2O)n[nH]1	2	9	-12	-1	7.5	-25	4.4	2	4.8	-1.2
CC(C)n1c(N)c(C#N)c2ccc([N+](=O)[O-])cc2c1=O	0	0	-12	-3	1.4	-6	0.1	1	3.6	-0.1
CCCCC(=O)Nc1ncc(Br)s1	4	11	-4	-5	.	.	-1.0	-2	-1.5	-2.7
CCCCCOC(=O)Cn1c(=O)oc2ccc(C)cc21	9	1	1	0	1.8	-22	2.5	-19	1.4	-0.8
COc1ccc2nc3n(c(=O)c2c1)-c1ccccc1C(=O)NC3Cc1ccccc1 (stereo not given)	7	.	.	.	-0.9	.	1.7	.	2.3	.
CCC(=O)Nc1c(C)nn(-c2ccc(C)c(C)c2)c1C	-2	6	5	.	5.5	8	1.0	-2	0.6	-1.7
COc1cc(/C=C2/C(=N)N3OC(C)=CC3=NC2=O)ccc1OC(=O)c1ccco1	-1	1	4	-7	4.0	3	5.0	0	1.6	-1.9
COC(=O)CC1C(=O)NCCN1Cc1cn(-c2ccc(C)cc2)nc1-c1cccc(C)c1 (stereo not given)	0	3	-6	0	1.6	3	0.2	-1	-4.0	-0.4
Cc1cc(C)nc(-n2nc(C)cc2NC(=O)CN2CCc3ccccc3C2)n1	-3	-7	-9	7	-3.0	24	-0.8	0	-2.1	-1.5
CN(C(=O)CSc1nncc2ccccc12)C1CCCCC1	1	-7	0	-17	0.7	7	2.5	0	1.1	0.7
C[N+]1(CC(=O)Nc2ccccc2Cl)CCN(C(=O)c2cccs2)CC1	5	0	-13	.	2.2	-5	1.2	1	0.0	-2.7
COc1ccc(CNc2ncc(-c3cccc([N+](=O)[O-])c3)n2C)c(OC)c1OC	0	-2	-12	2	-2.0	-11	2.9	3	1.1	0.9
Cn1ncc(Br)c1C(=O)NC(=S)N1CCN(c2ccccn2)CC1	-2	-4	-15	-5	0.4	-21	1.3	0	-2.0	-1.8
C=CCn1c(C)nnc1SCC(=O)N1CCN(S(=O)(=O)c2ccccc2)CC1	-2	-4	-14	0	0.5	13	0.9	0	-0.8	-0.3
O=C1OC[C@@H]2CCCN2C(=O)[C@H](CC(=O)N(CCO)Cc2ccccc2)C/C=C\C[C@H]1Cc1ccc(F)cc1	-5	1	-7	7	2.1	2	2.6	2	-0.6	-1.0
Nc1c(C(=O)Nc2ccc3c(c2)OCCO3)nnn1CCc1ccccc1	12	0	-10	2	2.6	1	2.1	-3	-0.3	-0.2
CCc1ccc(N=C2NC(=O)/C(=C/c3ccc(OCC(=O)O)cc3)S2)cc1	-1	0	-8	1	-2.5	-29	-2.2	6	-2.6	-8.2
NNC(=O)c1cc(Br)cs1	.	-2	-15	-6	3.4	8	4.4	-18	1.6	-2.5
Cn1nnnc1SCc1nnc(-c2ccc(Cl)cc2)o1	7	-9	-21	-2	1.4	5	-0.1	-3	0.3	-1.2
CCC(=O)Nc1c(C)c(CC)nc2ccccc12	.	5	7	3	3.4	.	0.1	-1	0.7	-1.7
O=C(COc1ccccc1C(=O)Nc1ccccc1)c1ccc(Br)cc1	-1	5	-6	4	3.0	6	2.5	-3	-0.1	-3.8
CC(C)C[C@@H](CN)NC(=O)c1nc[nH]c1C(=O)N[C@@H](C)C(=O)CNC[C@H](CC(C)C)NC(=O)c1nc[nH]c1C(=O)N[C@@H](Cc1ccccc1)C(=O)O	-1	2	-16	-6	-3.1	-7	.	1	.	0.2
c1ccc2sc(SCc3ccc(-c4nnco4)cc3)nc2c1	24	2	-10	-4	1.1	-3	0.1	-2	1.3	-2.1
COc1ccc(NC(=O)/C(C#N)=C/c2cc(C)n(-c3ccc(N4CCOCC4)c([N+](=O)[O-])c3)c2C)cc1	-3	-21	-6	1	2.3	31	0.7	1	-0.7	0.3
COc1cc2c(cc1OC)CN(C(=O)CN1C(=O)c3ccc([N+](=O)[O-])cc3C1=O)CC2	2	2	-4	.	1.0	11	1.0	2	1.6	-1.9
Cc1ccc(S(=O)(=O)N2CCN(C(=O)c3sccc3-c3ccccc3)CC2)cc1	0	1	-6	9	0.9	6	-0.8	-1	-2.7	-1.5
O=C(N/N=C/c1ccco1)c1ccccn1	10	4	1	6	-0.5	-3	0.1	-1	-2.3	4.1
Cc1ccc(S(=O)(=O)NCC(=O)NCCc2c[nH]c3ccccc23)cc1C	0	0	-7	3	2.3	-3	-1.6	5	-1.4	-0.4
COc1cc(C(C)=O)ccc1OCC(=O)Nc1cc(C)on1	13	4	14	2	0.1	-52	0.5	-2	0.8	0.1
Nc1ccn(C2CCCCO2)c(=O)n1 (stereo not given)	-1	-14	-7	-2	1.2	-6	.	1	.	0.0
O=C(CN1CCCCCC1)N/N=C/c1cccc(Cl)c1	-4	-4	-9	-9	0.3	16	2.5	-1	-2.5	-0.5
CCN1CCN(C(=S)NCC2CCCO2)CC1 (stereo not given)	-2	-12	8	5	3.4	4	-1.0	0	1.9	-0.1
Cc1c(-c2nc(-c3cccnc3)no2)cccc1[N+](=O)[O-]	0	0	-13	5	2.6	-39	3.6	-6	0.8	-1.0
Cc1ccc(-c2nn3c(C)nnc3c3ccccc23)cc1S(=O)(=O)NCCO	4	-1	-20	-7	4.6	-19	2.7	-1	0.1	.
CCCN(CCC)CCCNC(=O)C1c2cc(OC)c(OC)cc2C(=O)N(C)C1c1cccnc1 (stereo not given)	-1	-6	4	13	3.0	.	0.5	-1	2.4	-1.6
CCN(Cc1ccccc1)C(=O)c1cccc(S(=O)(=O)N2CCN(c3ccc(F)cc3)CC2)c1	-3	3	1	17	3.7	-8	0.7	-1	-2.5	-3.0
Cn1c(=O)c2c(ncn2CCC(=O)N/N=C/c2ccccc2)n(C)c1=O	0	6	-8	-5	0.5	-44	1.4	-1	1.0	-0.5
Cc1cccc(NC(=O)COc2coc(CN3CCN(Cc4ccccc4)CC3)cc2=O)c1	-1	3	-2	5	-1.6	13	2.2	-4	-2.8	-1.7
COc1ccc(Cl)cc1NC(=O)CN(C)C(=O)C1COc2ccccc2O1 (stereo not given)	-7	6	-18	-5	2.1	23	2.0	-4	1.1	-1.6
COc1cccc(C(=O)Oc2ccc(N3C(=O)CCC3=O)c(C)c2)c1	0	-2	8	-1	4.0	-5	2.9	-1	1.9	-0.2
CCOC(=O)C1CCCN(Cc2c(F)cccc2Cl)C1 (stereo not given)	-2	5	-10	0	3.8	4	-0.4	-6	-3.0	0.8
(continued)
SMILES	Wnt bcat act	Tat export inh	PvdQ inh	Rtt109 HAT inh	phage Ecoli inh	PfHsp90 yeast 2	AddAB inh	DAGLB inhibitor	Ecoli viability	CAL PDZ FP
Cc1ccccc1NS(=O)(=O)c1nnc(NC(=O)c2ccccc2F)s1	0	-3	4	-4	0.8	-17	0.0	1	0.3	-1.1
CCCCC(=O)N/N=C/c1cc([N+](=O)[O-])ccc1N1CCOCC1	1	-1	10	2	1.8	-11	1.1	-1	-2.1	-0.3
Cc1sc2nc(-c3cccnc3)[nH]c(=O)c2c1-c1ccccc1	2	-1	6	-1	-2.2	.	0.8	1	1.6	-2.1
CCOC(=O)CCC(=O)Nc1ncnc2c1C(c1ccccc1)c1c(ccc3ccccc13)O2 (stereo not given)	-2	-1	-3	4	-1.1	-5	3.4	-1	-1.7	-0.5
O=c1nc2n(c3cccc(Cl)c13)CCCCC2	-4	-1	6	-10	1.1	0	-8.9	1	1.4	-1.0
C=CCN1C(=O)/C(=C/c2ccc(O)c(OC)c2)S/C1=N/c1nccs1	.	2	0	3	0.6	23	5.7	-17	-0.3	1.1
COC(=O)c1cc(C)sc1NC(=O)CN1CCN(C(=O)C2CCCO2)CC1 (stereo not given)	2	0	-9	-9	2.3	-123	-0.7	-1	-1.0	-1.3
CC(NC(=O)c1cc2ccccc2oc1=O)c1ccc(O)cc1 (stereo not given)	0	-2	-14	-2	1.4	1	0.9	2	-0.3	-1.1
COc1ccc(-c2csc(NCc3ccco3)n2)cc1	.	-6	-3	-6	2.1	25	3.1	-2	3.1	2.0
CCN(CC)CCN(C(=O)c1ccc(C(=O)c2ccccc2)cc1)c1nc2cc3c(cc2s1)OCO3	1	11	-5	-9	3.1	5	4.0	-2	0.5	0.1
CS(=O)(=O)Nc1ccc2c(c1)nc1n2CCOC1	-6	-1	-4	-1	2.5	3	-0.6	-1	0.6	-4.8
NC(=O)Nc1ccc(C(=O)OCC(=O)N2CCCC2=O)cc1	-4	0	-9	2	-0.1	-20	0.8	0	0.9	-0.1
Cc1cc(=O)oc2c(C)c(OC(C)C(=O)NCCCN3CCOCC3)ccc12 (stereo not given)	1	6	-14	4	0.0	17	2.4	-3	0.8	-1.2
Cn1c(=O)c([N+](=O)[O-])c(NCC2CCCO2)c2ccccc21 (stereo not given)	10	-1	-3	6	3.3	5	1.1	-4	1.1	-0.6
O=C(CN1CCCCC1)N/N=C/c1ccccc1OCc1ccccc1	-2	-4	13	3	0.7	18	-0.9	2	-0.9	-0.2
COc1ccccc1C(=O)N/N=C/c1cnc2ccccc2n1	-1	-8	-10	-4	4.0	0	4.9	-2	-0.2	-0.7
Cc1nc2c(c(C)nn2-c2ccccc2)c(C)c1CCC(=O)NCCCOC(C)C	-1	-7	-4	1	-0.3	-14	-2.0	0	1.2	-0.9
COc1ccc(-c2noc(-c3ccccc3C(=O)Nc3cccnc3)n2)cc1	1	0	2	19	0.7	6	1.1	-2	-0.6	-2.3
COc1ccc(S(=O)(=O)N2CCc3ccccc3C2)cc1OC	0	2	-6	5	-0.1	4	0.4	-1	-1.0	-0.4

Rows are unselected. About 1.9% of those tested had a hit in this group.
